M1 ag: human M1 muscarinic receptor agonism; P11229; AID 588814; 360,000 tested, 0.33% active; activation, % at 3 µM; CHO-K1 hM1, Fluo-8 calcium fluorescence, agonist mode; 0% DMSO, 100% acetylcholine EC100;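 active = activation above the run's mean compound activation plus 3 SD, cut at about 16% in these data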;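 also: peak over basal fluorescence ratio within a 140 s kinetic read after compound addition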
Target sequence (P11229 whole entry, looked up): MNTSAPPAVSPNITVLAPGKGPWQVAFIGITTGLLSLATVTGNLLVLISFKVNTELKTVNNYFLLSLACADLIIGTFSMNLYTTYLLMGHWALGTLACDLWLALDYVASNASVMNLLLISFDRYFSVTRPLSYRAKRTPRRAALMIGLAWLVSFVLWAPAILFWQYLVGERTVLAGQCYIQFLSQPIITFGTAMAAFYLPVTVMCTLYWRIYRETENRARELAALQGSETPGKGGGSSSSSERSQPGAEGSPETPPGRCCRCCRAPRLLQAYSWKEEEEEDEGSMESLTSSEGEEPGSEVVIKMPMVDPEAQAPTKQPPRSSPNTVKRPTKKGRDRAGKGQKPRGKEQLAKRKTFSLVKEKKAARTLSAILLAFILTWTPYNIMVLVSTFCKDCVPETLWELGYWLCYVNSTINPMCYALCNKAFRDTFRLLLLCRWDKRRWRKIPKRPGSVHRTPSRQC
CHO-K1 Ca antag: M1 antagonist counterscreen hit in parental CHO-K1 cells | ATP-induced calcium, Fluo-8 fluorescence | inhibition, % at 3 µM | 360,000 tested, 0.6% active | AID 602250;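 active = inhibition above a per-plate cutoff, the plate's mean sample inhibition plus 3 SD, cut at about 24% in these data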;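 also: 0% = DMSO plus EC80 ATP and 100% = DMSO alone without ATP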
M1 PAM parental: nonselective activator or artifact in parental CHO-K1 calcium assay | ATP EC20, Fluo-8 calcium fluorescence; 0% at ATP EC20, 100% at ATP max | activation, % at 3 µM | 360,000 tested, 0.02% active | AID 602247;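 active = activation above the run cutoff, the mean activation of all test compounds plus 3 SD, cut at about 40% in these data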;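 also: peak over basal fluorescence ratio in a 140 s read after ATP addition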
CHO parental Ca: counter-screen for OX1R antagonists: effect in parental CHO cells. AID 463079. 330,000 tested, 0.63% active. parental CHO-K1, ATP-induced calcium, Fluo-8 fluorescence. inhibition, % at 5.6 µM;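 active = inhibition above that plate's mean sample inhibition plus 3 SD, cut at about 26% in these data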;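 also: 0% = ATP-challenged DMSO wells and 100% = DMSO wells without ATP; some compounds past the cut are filed as inactive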
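Measured by: calcium-sensitive Fluo-8 fluorescence / Test system: CHO parental line / Controls: ATP-challenged DMSO wells low, unchallenged DMSO wells high / Measure: % inhibition / Compound: single nominal dose of 5.6 µM per compound / Replicates: single well per compound, no replicates / Reagent: ATP as calcium-mobilizing challenge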
TAAR1 antag: human TAAR1 antagonism | Q96RJ0 | CHO RD-HGA16 TAAR1, Fluo-8 calcium fluorescence, antagonist | inhibition, % at 3 µM | 360,000 tested, 1.5% active | AID 624466;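 active = inhibition above a per-plate cutoff, the mean inhibition of test compounds on that plate plus 3 SD, cut at about 49% in these data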;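 also: 0% = DMSO plus EC80 beta-PEA response and 100% = DMSO alone without agonist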
Target sequence (Q96RJ0 whole entry, looked up): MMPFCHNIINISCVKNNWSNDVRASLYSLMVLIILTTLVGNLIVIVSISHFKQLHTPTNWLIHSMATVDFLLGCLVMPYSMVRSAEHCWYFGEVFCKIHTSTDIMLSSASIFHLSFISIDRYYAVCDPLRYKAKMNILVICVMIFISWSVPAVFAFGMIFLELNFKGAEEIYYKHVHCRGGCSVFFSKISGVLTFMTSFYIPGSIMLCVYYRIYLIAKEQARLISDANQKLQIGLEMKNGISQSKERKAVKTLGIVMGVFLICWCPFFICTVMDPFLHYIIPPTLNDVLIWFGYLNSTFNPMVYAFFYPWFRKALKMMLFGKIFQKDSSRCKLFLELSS
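Test system – hTAAR1-expressing CHO RD-HGA16 cells, Gα16-coupled · Reagent – β-PEA at EC80 concentration, post-compound challenge · Compound dosing – 3 µM, single point · Timing – 140 s kinetic read after compound, 140 s after agonist · Detection – Fluo-8 intracellular calcium dye fluorescence, real-time kinetic reads · Control set – DMSO and EC80 PEA controls · Repeats – n of 1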
M1 antag: antagonists of human M1 muscarinic receptor; P11229; CHO-K1 hM1, Fluo-8 calcium fluorescence, ACh EC80 antagonist; inhibition, % at 3 µM; 360,000 tested, 1.3% active;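 active = percent inhibition above its own plate's cutoff, namely the mean of that plate's compound wells plus 3 SD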;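 also: peak over basal fluorescence ratio during 140 s after agonist addition; 0% = ACh EC80 plus DMSO and 100% = DMSO alone without agonist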
TAAR1 ag: human TAAR1 agonism; Q96RJ0; CHO RD-HGA16 TAAR1, Fluo-8 calcium fluorescence; vehicle wells 0%, saturating PEA agonist 100%; activation, % at 3 µM; 360,000 tested, 0.99% active; AID 624467;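 active = activation above the mean activation of all test compounds in the run plus 3 SD, cut at about 38% in these data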
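Test system: RD-HGA16 (CHO) cells co-expressing Gα16 and hTAAR1; dosing: one-point dosing at 3 µM (nominal); timing: 17-24 h seeding, 75 min 37 °C dye, 30 min RT; signal: kinetic Fluo-8 calcium fluorescence; read-out basis: % activation relative to PEA EC100 response; controls: DMSO and PEA EC100; replicates: n 1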
M1 PAM: human CHRM1 positive allosteric modulation. P11229. CHO-K1 hM1, Fluo-8 calcium fluorescence, ACh EC20; 0% = ACh EC20, 100% = maximal ACh. activation, % at 3 µM. 360,000 tested, 0.088% active. AID 588819; in the data active = activation above about 19%, passing the limit was not always enough
M1 ag parental: M1 agonist counterscreen hit in parental CHO-K1 cells. Fluo-8 calcium fluorescence; scaled to maximal ATP response, vehicle zero. activation, % at 3 µM. 360,000 tested, 0.48% active; in the data active = activation above about 15%;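 also: untransfected CHO-K1 host cells lacking M1 receptor as counterscreen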
Starred values were filed as active, the others as inactive; · = no result given.

Letter code – A = M1 ag; B = CHO-K1 Ca antag; C = M1 PAM parental; D = CHO parental Ca; E = TAAR1 antag; F = M1 antag; G = TAAR1 ag; H = M1 PAM; I = M1 ag parental
SMILES: Cc1cccc(NC(=O)CS(=O)(=O)Cc2ccccc2)n1
  A: -4; B: -10; C: 20; D: -7; E: 2; F: -19; G: 14; H: 4; I: 0.5

SMILES: CCOc1ccc(-n2c(=O)c3sccc3n(Cc3cccc([N+](=O)[O-])c3)c2=O)cc1
  A: -2; B: -3; C: 18; D: -2; E: -13; F: -12; G: -1; H: 9; I: 0.6

SMILES: Cc1ccc(N2C(=O)CC(C3CCCO3)C2=O)cc1 (stereo unspecified)
  A: -1; B: -13; C: 5; D: -10; E: 11; F: -5; G: 6; H: 8; I: -0.2

SMILES: Cc1cccc(-c2ncc(CN3CCCC(CO)(Cc4cccc(Cl)c4)C3)cn2)c1 (stereo unspecified)
  A: -4; B: -6; C: 9; D: -11; E: -39; F: 0; G: 0; H: 2; I: 8.8

SMILES: CC1C/C(=N\NC(=O)CCc2ccc(S(=O)(=O)N3CCOCC3)cc2)CC(C)(C)C1 (stereo unspecified)
  A: -1; B: 6; C: -3; D: 0; E: -13; F: -7; G: 0; H: 6; I: -0.2

SMILES: COc1ccc(CCNC(=O)COC(=O)c2cccn2C)cc1
  A: -1; B: -16; C: 21; D: -15; E: -1; F: -27; G: 6; H: 12; I: 0.2

SMILES: CCn1c2ccccc2c2cc(NC(=O)COC(=O)c3ccccc3Br)ccc21
  A: -8; B: 7; C: 11; D: -17; E: -1; F: -4; G: -1; H: 5; I: 14

SMILES: C/C(CC(=O)Nc1cccnc1)=N\NC(=O)C(=O)Nc1cccc(C)c1
  A: -5; B: 15; C: -14; D: -17; E: -8; F: 8; G: 0; H: -5; I: 2.5

SMILES: COc1ccc(S(=O)(=O)Nc2cccc(-c3ccc4nncn4n3)c2)cc1
  A: -1; B: -4; C: 6; D: -10; E: -23; F: -7; G: 5; H: 6; I: 2.9

SMILES: O=C(Nc1ccccc1N1CCOCC1)c1ccc(S(=O)(=O)NCc2ccco2)cc1
  A: -4; B: -22; C: 26; D: -16; E: -21; F: -11; G: 1; H: 7; I: 0.8

SMILES: CCCCn1nnnc1C(c1ccccc1)N1CCN(c2cc(C)ccc2C)CC1 (stereo unspecified)
  A: ·; B: -19; C: 11; D: ·; E: -11; F: ·; G: 0; H: ·; I: -0.1

SMILES: CCOC(=O)C1=C(C)NC(SCC(N)=O)=C(C#N)C1c1cccs1 (stereo unspecified)
  A: -4; B: -10; C: 20; D: -14; E: 14; F: -8; G: 14; H: 10; I: 1.3

SMILES: Cc1cc(NC(=O)C(C)C)ncc1NC(=O)CCc1ccccc1
  A: -4; B: -6; C: 12; D: -13; E: -14; F: -25; G: 10; H: 4; I: 0.6

SMILES: CCCCOC(=O)c1ccc(NC(=O)COC(=O)CN2C(=O)NC3(CCCC3)C2=O)cc1
  A: 1; B: 10; C: 8; D: -10; E: 37; F: -3; G: 8; H: -1; I: 12

SMILES: O=C(CCc1ccccc1)NCC1OCCc2ccccc21 (stereo unspecified)
  A: -5; B: -18; C: 17; D: -16; E: -16; F: -5; G: -1; H: 8; I: 1.6

Shown as comma-separated lines: seven of the compounds above.
molecule,M1 ag,CHO-K1 Ca antag,M1 PAM parental,CHO parental Ca,TAAR1 antag,M1 antag,TAAR1 ag,M1 PAM,M1 ag parental
CC1C/C(=N\NC(=O)CCc2ccc(S(=O)(=O)N3CCOCC3)cc2)CC(C)(C)C1 (stereo unspecified),-1,6,-3,0,-13,-7,0,6,-0.2
COc1ccc(CCNC(=O)COC(=O)c2cccn2C)cc1,-1,-16,21,-15,-1,-27,6,12,0.2
CCn1c2ccccc2c2cc(NC(=O)COC(=O)c3ccccc3Br)ccc21,-8,7,11,-17,-1,-4,-1,5,14
C/C(CC(=O)Nc1cccnc1)=N\NC(=O)C(=O)Nc1cccc(C)c1,-5,15,-14,-17,-8,8,0,-5,2.5
COc1ccc(S(=O)(=O)Nc2cccc(-c3ccc4nncn4n3)c2)cc1,-1,-4,6,-10,-23,-7,5,6,2.9
O=C(Nc1ccccc1N1CCOCC1)c1ccc(S(=O)(=O)NCc2ccco2)cc1,-4,-22,26,-16,-21,-11,1,7,0.8
CCCCn1nnnc1C(c1ccccc1)N1CCN(c2cc(C)ccc2C)CC1 (stereo unspecified),·,-19,11,·,-11,·,0,·,-0.1

(further entries)
Letter code – A = M1 ag; B = CHO-K1 Ca antag; C = M1 PAM parental; D = CHO parental Ca; E = TAAR1 antag; F = M1 antag; G = TAAR1 ag; H = M1 PAM; I = M1 ag parental
SMILES: C/C(=N/NS(=O)(=O)c1ccc(Br)cc1)c1c[nH]c2ccccc12
  A: 0; B: -1; C: 7; D: -9; E: 4; F: -7; G: -1; H: 10; I: 0.0

SMILES: CC(C)CCNC(=O)CN(C(=O)CCC(=O)Nc1nccs1)C1CCCCC1
  A: -4; B: -11; C: -5; D: -6; E: 12; F: 7; G: -2; H: -4; I: 1.6

SMILES: CCN(CC)S(=O)(=O)c1cc(C)c(C)cc1OCC(=O)NC1CCCC1
  A: -4; B: -6; C: 8; D: -14; E: -8; F: 9; G: 0; H: -2; I: -0.5

SMILES: COc1ccc(NS(=O)(=O)c2cccc(NC(=O)C34CCC(CC3)C4)c2)cc1
  A: -5; B: 2; C: 12; D: -9; E: -13; F: 5; G: 2; H: -1; I: 8.0

SMILES: O=C(CCNC(=O)c1ccccc1)Nc1ccc(Cl)c(S(=O)(=O)N2CCCCC2)c1
  A: -2; B: -4; C: 12; D: -15; E: 31; F: 6; G: 7; H: -11; I: 2.9

SMILES: Cc1cccc(N2CC(C(=O)O)CC2=O)c1C (stereo unspecified)
  A: 4; B: -12; C: 9; D: -4; E: 2; F: 18; G: 0; H: -4; I: 0.5

SMILES: O=C(CCc1nc2ccccc2c(=O)[nH]1)NCc1cccc(Cl)c1
  A: -3; B: -4; C: 14; D: -1; E: -11; F: -7; G: 3; H: 4; I: 0.5

SMILES: COc1ccc2c(c1O)-c1ccccc1CCN(C)C2
  A: -13; B: 0; C: 13; D: -10; E: 5; F: -5; G: 10; H: 2; I: 0.5

SMILES: CCNC(=S)N(Cc1cc2cc(C)c(C)cc2[nH]c1=O)C1CCCC1
  A: -5; B: 17; C: -5; D: -33; E: 3; F: 3; G: 21; H: 4; I: 0.1

SMILES: CC(C)c1cccc(C(C)C)c1OC(=O)[C@H]1OC(C(C)(C)C)=C[C@@H]1c1ccccc1
  A: -3; B: -14; C: 14; D: -6; E: 5; F: -10; G: 6; H: 3; I: 0.1

SMILES: O=C(N/N=C1/CCc2ccccc21)C1CC1
  A: -5; B: 7; C: 4; D: -2; E: -23; F: 2; G: 1; H: -2; I: 0.1

SMILES: Cc1nccn1CC(=O)N/N=C/c1cccs1
  A: -5; B: 1; C: 4; D: 1; E: -1; F: -6; G: 2; H: 4; I: 1.4

SMILES: CNC(=O)COc1coc(CN2CCN(C(=O)c3ccco3)CC2)cc1=O
  A: -6; B: -1; C: -3; D: -6; E: -10; F: -4; G: 0; H: 10; I: 1.2

SMILES: COc1ccc(-c2oc(=O)c3cc(OC)c(OC)cc3c2/C=C/c2ccc(OC(C)=O)cc2)cc1
  A: -1; B: -6; C: 7; D: -13; E: 17; F: -6; G: 5; H: 2; I: 0.0

SMILES: c1ccc(Oc2ccc(-c3ccnc4nc(N5CCN(c6ccccc6)CC5)nn34)cc2)cc1
  A: -6; B: -14; C: 23; D: -14; E: 2; F: -7; G: 5; H: 12; I: 0.8

Additional structures
Sequence of screens – M1 ag	CHO-K1 Ca antag	M1 PAM parental	CHO parental Ca	TAAR1 antag	M1 antag	TAAR1 ag	M1 PAM	M1 ag parental
Cc1nnc(SCC(=O)Nc2cccc(C(F)(F)F)c2)n1Cc1ccco1
 : 1	9	-2	-9	-4	-18	2	12	-0.1
Cc1cc(=O)n2nc(N3CCCC(C(=O)NCc4ccccc4Br)C3)sc2n1 (stereo unspecified)
 : -4	-6	4	-14	-41	-4	2	3	1.1
Cc1nc2c(ccc3nc(NC(=O)Cc4cccc5ccccc45)sc32)s1
 : -3	-2	17	-2	3	4	-1	-9	1.8
O=C(NNC(=O)c1cccc2ccccc12)c1ccc(Cl)c(Cl)c1
 : 2	-9	1	·	3	-12	3	0	1.3
CSCCC(NC(=O)c1ccccc1)C(=O)O (stereo unspecified)
 : -3	7	12	-3	14	8	0	-16	4.9
CCN(CC)S(=O)(=O)c1ccc(Cl)c(C(=O)NC(C)C(c2cccs2)N2CCCC2)c1 (stereo unspecified)
 : -7	-7	-11	-22	-27	4	-1	0	-0.2
Cc1cc(C)n(-c2ccc(NC(=O)C3CCCCN3C(=O)c3sccc3C)cc2)n1 (stereo unspecified)
 : -2	2	-5	-2	-19	17	1	-7	2.9
NC(=O)CSC1=Nc2ccccc2C2=NC(CC(=O)NCc3cccs3)C(=O)N12 (stereo unspecified)
 : 0	-4	12	-13	10	-13	2	11	-0.2
Cc1cccc(NC(=S)NCc2ccco2)c1C
 : -6	-10	26	12	2	-3	4	6	0.6
COc1ccc2c(CC(=O)Nc3ccc4nc(N5CCOCC5)sc4c3)coc2c1
 : -3	-12	10	·	-28	-5	7	4	2.2
O=C(NC1(C(=O)NC2CCCCC2)CCCCC1)c1ccccn1
 : -1	17	-6	-10	-21	-4	11	5	0.1
O=C(NN(c1ccccc1)c1ccccc1)c1ccccc1F
 : -6	-2	1	-1	-6	-3	0	-1	0.1
N#CN=C(N)c1ccccc1
 : -1	-18	13	-1	-6	-3	-2	2	0.3
Cc1ccc(C(C)C)cc1S(=O)(=O)NCc1cccnc1
 : -7	-13	12	-3	5	-8	1	5	1.4
O=C(Cn1c(=O)sc2ccccc21)OC(CCl)CCl
 : -4	-4	-1	-18	5	1	10	2	0.2
FC(F)(F)c1ccc(-c2cccc3c2C2CC3CCN2)cc1 (stereo unspecified)
 : -2	-1	-8	·	2	-7	3	13	1.7
CCN1C(=O)/C(=C/c2ccc(C)o2)N(C)C1=S
 : -10	-3	8	2	-7	-3	1	-2	0.2
COCCN(CCOC)Cc1cc(=O)oc2cc(OC)c(Cl)cc12
 : -1	-13	14	·	-1	-20	3	1	0.5
Cc1cccc(N2CCN(S(=O)(=O)c3c(C)nc4scc(C)n4c3=O)CC2C)c1 (stereo unspecified)
 : -2	13	-16	-14	-16	17	7	-10	4.7

Screening data: PubChem, The Scripps Research Institute Molecular Screening Center
